EBI2 antag – blocks human EBI2 receptor beta-arrestin signaling; hit rate 0.81% among 360,000; P32249; AID 651636; EBI2 beta-arrestin recruitment, luminescence, 7a,25-OHC stimulated; inhibition, % at 5 µM; in the data active = inhibition above about 38%;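 also: enzyme fragment complementation signal reports receptor beta-arrestin coupling in cells; 0% = agonist plus DMSO wells and 100% = wells without agonist; some results beyond the cut were filed as inactive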
Target sequence (P32249 whole entry, looked up, the tested form may be a part): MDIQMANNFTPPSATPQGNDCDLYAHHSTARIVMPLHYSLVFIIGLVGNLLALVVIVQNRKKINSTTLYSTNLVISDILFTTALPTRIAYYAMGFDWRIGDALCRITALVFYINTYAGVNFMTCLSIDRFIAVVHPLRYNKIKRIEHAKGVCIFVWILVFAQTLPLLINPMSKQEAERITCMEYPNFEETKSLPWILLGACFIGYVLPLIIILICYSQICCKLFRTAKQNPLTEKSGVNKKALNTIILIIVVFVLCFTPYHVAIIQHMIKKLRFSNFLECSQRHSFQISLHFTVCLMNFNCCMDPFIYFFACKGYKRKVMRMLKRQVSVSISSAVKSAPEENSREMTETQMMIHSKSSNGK
Jurkat NFkB inh – lowers PMA/ionomycin-induced NF-kB signal in Jurkat cells; hit rate 0.53% among 330,000; PMA/ionomycin-induced NF-kB luciferase reporter, luminescence; AID 435003; inhibition, % at 4 µM; in the data active = inhibition above about 50%
Gli-Sufu block – antagonists of Gli-Sufu signaling; Sufu-KO-LIGHT fibroblasts, Gli luciferase reporter luminescence; AID 588413; inhibition, % at 5 µM; hit rate 0.74% among 340,000;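 active = inhibition above about 55%, limit read from the data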;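 also: 0% = DMSO-treated cells and 100% = wells with medium but no cells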
CHOP UPR activ – activators of apoptotic arm of unfolded protein response (CHOP); CHO-CHOP luciferase reporter, UPR activation, luminescence; percent of tunicamycin response over DMSO baseline; activation, % at 10 µM; hit rate 0.34% among 330,000;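 active = at 10 µM dose, activation of 40% or more, normalized to positive control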;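 also: 100% = tunicamycin at 10 µg/mL and 0% = DMSO alone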
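System: CHO-CHOP luciferase reporter cell line | Buffer or medium: F12 medium containing 10% fetal bovine serum | Doses: One dose, 10 µM in 0.5% DMSO | Times: 6 h compound exposure at 37 °C after overnight seeding | Signal: Luciferase luminescence | Read-out: % activation vs tunicamycin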
UPR XBP1 act – adaptive UPR (XBP1) activation | AID 463104 | CHO-XBP1 luciferase reporter, IRE1-XBP1 UPR activation, luminescence; percent of tunicamycin response, DMSO as zero | activation, % at 20 µM | hit rate 0.33% among 330,000;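 active = versus positive control, 20 µM dose yields 30% or more activation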;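 also: 100% = tunicamycin at 10 µg/mL and 0% = DMSO only wells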
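Test system: CHO-XBP1 luciferase reporter cells | Buffer or medium: Serum-containing F12 medium, 10% FBS | Schedule: 6 h compound exposure at 37 °C, 5% CO2 | Detection: Steady-Glo luciferase glow luminescence, 10 min after reagent addition | Read-out basis: Activation, % of tunicamycin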
CXCR6 block – blocks human CXCR6 beta-arrestin recruitment; CHO-K1 PathHunter CXCR6 beta-arrestin, luminescence; O00574; hit rate 0.36% among 360,000; inhibition, % at 20 µM; AID 602244; in the data active = inhibition above about 34%, passing the limit was not always enough;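 also: antagonist mode with CXCL16 agonist at 10 nM final; 0% = 10 nM CXCL16 with DMSO and 100% = unstimulated wells without agonist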
Target sequence (O00574 whole entry, looked up): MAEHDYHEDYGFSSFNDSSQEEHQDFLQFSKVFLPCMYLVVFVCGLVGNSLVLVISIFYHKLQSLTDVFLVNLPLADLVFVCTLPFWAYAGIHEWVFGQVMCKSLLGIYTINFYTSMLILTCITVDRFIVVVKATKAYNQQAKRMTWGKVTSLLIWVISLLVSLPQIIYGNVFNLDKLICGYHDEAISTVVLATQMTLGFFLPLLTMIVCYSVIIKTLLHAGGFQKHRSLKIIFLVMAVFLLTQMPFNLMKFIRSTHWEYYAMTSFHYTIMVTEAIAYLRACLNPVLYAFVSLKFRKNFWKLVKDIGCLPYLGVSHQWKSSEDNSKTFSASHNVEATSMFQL
697 NFkB inh – inhibitors of the PMA/ionomycin-induced NF-kB reporter in 697 B cells | inhibition, % at 4 µM | 697 B-cell NF-kB luciferase reporter, 16 h | AID 435022 | hit rate 0.33% among 330,000; in the data active = inhibition above about 35%
CCR6 antagonist – CCR6 (human) receptor antagonism. P51684. CHO-K1 CCR6 PathHunter beta-arrestin, luminescence, CCL20-stimulated. inhibition, % at 20 µM. hit rate 0.49% among 340,000;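 active = compounds whose inhibition of the agonist-driven luminescence signal at 20 µM reaches about 50%, limit read from the data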;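 also: cells stimulated with CCL20 at 14 nM final; plate controls were DMSO with CCL20 for no effect and DMSO without agonist for full effect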
Target sequence (P51684 whole entry, looked up): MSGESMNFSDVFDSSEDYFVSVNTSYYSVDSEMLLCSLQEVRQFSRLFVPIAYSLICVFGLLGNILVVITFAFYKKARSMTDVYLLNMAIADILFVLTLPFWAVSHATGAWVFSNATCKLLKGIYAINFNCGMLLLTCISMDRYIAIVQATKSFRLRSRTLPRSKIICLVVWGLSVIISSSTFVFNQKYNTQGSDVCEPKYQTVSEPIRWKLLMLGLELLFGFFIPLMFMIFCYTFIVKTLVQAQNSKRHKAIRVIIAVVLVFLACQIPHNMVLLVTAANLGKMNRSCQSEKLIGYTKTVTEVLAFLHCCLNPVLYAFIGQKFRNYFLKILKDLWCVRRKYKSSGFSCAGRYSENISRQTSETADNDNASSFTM
Mdm2-MdmX inh – human Mdm2/MdmX binding inhibition | O15151+Q00987 | SaOS-2 split-luciferase Mdm2/MdmX complementation, luminescence | inhibition, % at 8 µM | hit rate 3% among 330,000;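 active = inhibition of at least 50% at 8 µM in the primary screen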
* = called active by the depositor; nt = no result given.

Preview, two compounds:
Each structure is followed by: EBI2 antag, Jurkat NFkB inh, Gli-Sufu block, CHOP UPR activ, UPR XBP1 act, CXCR6 block, 697 NFkB inh, CCR6 antagonist, Mdm2-MdmX inh
1: Cc1[nH]n(-c2c(Cl)cc(Cl)cc2Cl)c(=O)c1C=Nc1ccc(S(=O)(=O)N2CCOCC2)cc1
  -2, 6, -5, 3.5, -1, 1, -21, 3, -16
2: O=C(CSc1nnc(CNC(=O)c2cccs2)o1)Nc1ccc2c(c1)OCO2
  -11, -5, -11, 1.0, 0, 10, 15, 9, 14

The list itself, repeating the preview:
Each structure is followed by: EBI2 antag, Jurkat NFkB inh, Gli-Sufu block, CHOP UPR activ, UPR XBP1 act, CXCR6 block, 697 NFkB inh, CCR6 antagonist, Mdm2-MdmX inh
1: Cc1[nH]n(-c2c(Cl)cc(Cl)cc2Cl)c(=O)c1C=Nc1ccc(S(=O)(=O)N2CCOCC2)cc1
  -2, 6, -5, 3.5, -1, 1, -21, 3, -16
2: O=C(CSc1nnc(CNC(=O)c2cccs2)o1)Nc1ccc2c(c1)OCO2
  -11, -5, -11, 1.0, 0, 10, 15, 9, 14
3: Cc1cc(=O)n2c3c(c4c(cc13)c(CN(C)C)cc(=O)n4C)OC2
  -10, nt, -2, nt, nt, -14, nt, 3, nt
4: COC(=O)c1c(/N=C/N(C)C)sc2c1CCN(c1ncc(C(F)(F)F)cc1Cl)C2
  2, 3, -12, -2.3, 2, 7, -1, -4, 6
5: Cc1ccc(NC(=S)NCc2ccc(S(N)(=O)=O)cc2)c(C)c1
  -1, -5, -1, -1.3, -4, 5, 4, 7, -3
6: CCOc1ccc2nc(SCC(=O)NCc3ccccc3OC)[nH]c2c1
  0, 7, 0, -1.2, -6, 2, 17, 0, -24
7: Cc1cc(C)n(Cc2cccc(C(=O)N/N=C/c3ccncc3)c2)n1
  -21, 3, -10, 1.8, -2, -5, -25, 1, -12
8: O=C(O)CCC(=O)NNC(=O)c1cccc(Cl)c1
  -11, 7, -7, 0.9, 2, -2, -17, -9, -6
9: CC(C)C(NC(=O)c1ccc(F)cc1)C(=O)N1CCOCC1 (stereo not drawn)
  1, 3, -9, -1.3, 0, -3, 4, 9, 11
10: COc1ccc(-c2nc3ccccc3c(=O)n2-c2c(C)n(C)n(-c3ccccc3)c2=O)cc1
  0, -9, 10, 0.1, -3, 7, -17, -1, 6

Each structure is followed by: EBI2 antag, Jurkat NFkB inh, Gli-Sufu block, CHOP UPR activ, UPR XBP1 act, CXCR6 block, 697 NFkB inh, CCR6 antagonist, Mdm2-MdmX inh
11: CCc1noc(C)c1C(=O)N(C)CC(=O)Nc1ccc(OC)cc1
  3, 10, -8, 1.2, -3, 1, 15, -4, -5
12: CN(Cc1ccc(OC(F)F)cc1)C(=O)/C=C/c1ccc(S(=O)(=O)N2CCOCC2)cc1
  1, 20, 4, -0.7, -2, 3, -4, 8, 15
13: Cc1nnc(SCc2cc(=O)[nH]c(=S)[nH]2)s1
  -10, 3, 18, 0.3, 0, -5, -1, 3, -1
14: CCOC(=O)[C@H]1[C@H]2COc3ccc(OC)cc3[C@@H]2N2C(=O)c3cc(OC)ccc3NC(=O)[C@@]12C
  0, 6, 9, -1.2, -1, -3, 15, 0, -11
15: CCOCCn1c(CN2CCN(c3ccc(F)cc3)CC2)nc2c1c(=O)n(C)c(=O)n2C
  -3, 12, 10, -0.8, -2, -1, -36, 2, -7
16: O=C(COC(=O)Cc1ccc(Br)cc1)NC1CCCCCC1
  7, -13, 4, -0.8, 0, -1, 15, -3, 15
17: Cc1ccc(CCNC(=O)C2CCN(S(=O)(=O)c3ccc4c(c3)NC(=O)CO4)CC2)cc1
  12, 27, 10, -1.0, -3, -9, 16, 4, -13
18: CN(C)c1ccc(C(=O)N2CCNC(=O)C2CC(=O)Nc2ccc(F)cc2)cc1 (stereo not drawn)
  1, 13, 95*, 1.4, -3, 17, 4, -8, 23
19: CCOC(=O)N1CCN(C(=O)C(=O)NNC(=O)COc2ccc(Cl)cc2)CC1
  -5, 13, -7, 6.1, 0, -2, 13, 5, -17
20: COc1ccc(-c2nc(CN3CCN(c4ncccn4)CC3)c(C)o2)cc1C
  -14, 1, -21, 0.1, -1, -4, -16, -6, -2

Each structure is followed by: EBI2 antag, Jurkat NFkB inh, Gli-Sufu block, CHOP UPR activ, UPR XBP1 act, CXCR6 block, 697 NFkB inh, CCR6 antagonist, Mdm2-MdmX inh
21: CCOC(=O)CCP(=O)(O)C(O)c1ccccc1 (stereo not drawn)
  -2, -20, 1, -0.7, -2, -4, -7, -7, 4
22: CCOc1cc(NC(=S)NCC2CCCO2)c(OCC)cc1NC(=O)c1ccc(C)cc1 (stereo not drawn)
  -3, -1, -28, -1.3, -2, -8, 8, -7, -18
23: Cc1cc(C)c(C)c(S(=O)(=O)N2CCN(CC(=O)Nc3ccc([N+](=O)[O-])cc3)CC2)c1C
  33, 3, -1, -2.9, -2, -10, 10, 18, 34
24: On1nnc2cc(C(F)(F)F)ccc21
  1, -8, 0, 2.6, -4, 0, 14, -3, 7
25: COc1ccc(OCC(=O)NNc2nc3ccccc3s2)cc1
  31, -28, 0, 3.5, -3, 10, -52, 0, 11
26: Cc1ccc2c(c1)/C(=C/c1ccc(F)cc1)C(=O)N2
  -12, 17, 6, 1.8, 2, 6, 18, 11, 44
27: O=C(CNC(=O)Cc1ccccc1)NCC(=O)N1CCCCC1
  -4, -3, -7, 1.2, -2, 3, 2, 1, 14
28: COCCNc1nc2nonc2nc1N(C)Cc1cccc2cnccc12
  -2, -34, 11, -0.1, -1, -6, -32, 6, -21
29: CC1=CCC2C(=O)N(c3ccc(S(N)(=O)=O)cc3)C(=O)C2C1 (stereo not drawn)
  1, -2, 4, 0.7, 5, -2, 15, 10, 14
30: COc1cccc(OCC(=O)Nc2ccncc2)c1
  4, 15, -1, 2.5, -1, -6, 11, -2, 1

Each structure is followed by: EBI2 antag, Jurkat NFkB inh, Gli-Sufu block, CHOP UPR activ, UPR XBP1 act, CXCR6 block, 697 NFkB inh, CCR6 antagonist, Mdm2-MdmX inh
31: COc1ccc(CCC(C)NCc2ccc(C(F)(F)F)cc2)cc1 (stereo not drawn)
  8, -24, 13, -1.8, -6, -2, -58, -1, -15
32: CCCc1nc2ccc([N+](=O)[O-])cc2[nH]1
  -4, -8, 3, -0.7, -4, 9, 6, 5, 19
33: O=C(CN1C(=O)C2C3CCC(C3)C2C1=O)N1CCN(Cc2ccccc2)CC1 (stereo not drawn)
  -8, 1, 3, 1.4, 0, 8, 5, 14, 2
34: Cc1ccc(NC2CCCN(C(=O)CN3C(=O)c4ccccc4C3=O)C2)cc1C (stereo not drawn)
  -9, -2, -3, -0.7, -5, 3, -8, 4, 17
35: Cc1c(CC(=O)NCC(C)C)c(=O)oc2cc3c(cc12)CCC(C)(C)O3
  0, -11, -18, 3.6, 3, -1, -39, 11, 9
36: Cc1ccc(C)c(NC(=S)N(Cc2ccco2)C(C)c2cccs2)c1 (stereo not drawn)
  -3, 0, -2, 1.3, -5, 2, 21, 9, 11
37: COc1ccc(CCNC(=O)Cc2cc(OC)c(OC)cc2[N+](=O)[O-])cc1OC
  -2, -20, 2, 0.6, 0, 3, -19, 18, 20
38: O=C(CCSCCC(=O)Nc1ccccc1F)Nc1ccccc1F
  -12, -18, 2, 2.1, 2, 2, -36, 8, -19
39: CCOc1ccccc1Nc1nnc(SCC(=O)NC(=O)c2cccn2C)s1
  0, 4, -6, 0.2, -1, -3, 8, -5, 3
40: COc1cccc(NC(=O)c2cc(-c3ccncc3)nc3c(C)cc(C)cc23)c1
  -10, 4, -1, -0.1, 0, 5, -15, -3, 22

Each structure is followed by: EBI2 antag, Jurkat NFkB inh, Gli-Sufu block, CHOP UPR activ, UPR XBP1 act, CXCR6 block, 697 NFkB inh, CCR6 antagonist, Mdm2-MdmX inh
41: O=C(COC(=O)/C=C/c1cccc(Cl)c1)Nc1ccc(N2CCOCC2)cc1
  9, 11, -12, -0.4, 0, 2, -14, 10, 17
42: COc1ccc(C(=O)O)cc1F
  -8, 2, -1, -1.2, 0, -6, 9, 1, -2
43: COc1ccc(/C=C(/C#N)C(=O)Nc2cccc(C)c2C)cc1C(=O)O
  -8, 7, -15, -1.5, 4, 1, 16, -2, 3
44: Cc1ccc(S(=O)(=O)N2CCC3(CC2)CC(=O)c2ccccc2O3)cc1
  0, 19, -4, 0.1, 5, -1, 0, 0, -4
45: CCNC(=O)c1ccccc1CCc1ccccc1
  -7, -17, 18, 0.8, 0, -5, 4, 1, -16
46: C/C(=N\Nc1ccc([N+](=O)[O-])cc1)c1cc2ccccc2o1
  15, -4, 1, 3.3, 4, 20, -43, 20, -27
47: Cc1cc(NC(=O)C2CC(=O)N(c3cccc(C)c3C)C2)no1 (stereo not drawn)
  -4, -3, -2, -0.8, -4, 1, 16, 9, 4
48: CS(=O)(=O)N(Cc1ccccc1F)c1ccccc1
  -4, -9, -6, -1.1, -1, 2, -33, 6, -17
49: COc1ccc(C(=O)NCc2cccc(Cl)c2)cc1S(=O)(=O)N1CCOCC1
  1, 5, -3, 2.8, -3, -4, 2, 17, 11
50: CC(NS(=O)(=O)c1ccccc1)C(c1cccs1)N1CCOCC1 (stereo not drawn)
  -10, 22, 1, -0.7, -1, -3, -9, 11, 2

Each structure is followed by: EBI2 antag, Jurkat NFkB inh, Gli-Sufu block, CHOP UPR activ, UPR XBP1 act, CXCR6 block, 697 NFkB inh, CCR6 antagonist, Mdm2-MdmX inh
51: C/C(=N\NC(=O)c1ccc([N+](=O)[O-])c(C)c1)c1ccccc1Cl
  -2, -6, -30, 6.6, 2, 5, -61, 1, -30
52: O=C(O)c1c2c(nc3ccc(Cl)cc13)CCC2
  -9, -4, 2, 0.6, -4, 3, -3, -18, 3
53: O=C(O)COc1cccc(NC(=O)c2ccccc2)c1
  1, -28, 3, 0.6, 0, -11, 6, 7, 9
54: COc1ccc(-n2nc(C(=O)NCC(=O)NCC3CCCO3)c3ccccc3c2=O)c(OC)c1 (stereo not drawn)
  0, 16, 2, -1.0, 4, -3, -2, -2, 20
55: CCc1ccc(C(=O)N/N=C/c2ccncc2)s1
  -2, -6, -29, 4.0, -4, -2, -15, 0, 25
56: CC1CCc2c(sc(NC(=O)C3=COCCO3)c2C(N)=O)C1 (stereo not drawn)
  9, -148, -76, 4.8, 6, 3, -129, 5, -152
57: Cc1cccc(C)c1NC(=O)C1CCCN1S(=O)(=O)c1ccc2c(c1)n(C)c(=O)c(=O)n2C (stereo not drawn)
  -5, -6, 0, -1.7, -1, -7, 5, 0, 15
58: OC(CNCc1cccnc1)COc1ccc2ccccc2c1 (stereo not drawn)
  35, 3, 16, 0.1, 1, -12, -4, 13, 3
59: CC(C)(C)[C@H]1C=C(C(=O)N2CCN(Cc3ccccc3)CC2)O[C@@H](OCc2ccc(CO)cc2)C1
  5, -7, 19, 0.2, 0, -2, -11, 8, 10
60: C[C@H](NC(=O)[C@@H]1CSC2c3ccccc3C(=O)N21)C(=O)NCCc1ccc(F)cc1 (stereo partly drawn)
  5, -12, -20, 2.8, -4, -2, -33, 18, -26
61: NS(=O)(=O)c1ccc(CNC(=O)C23CC4CC(CC(C4)C2)C3)cc1
  -8, 1, -8, -0.9, -2, -5, -16, -7, -9

High-throughput results as filed in PubChem BioAssay.
